# JMJD2E inh: JMJD2E (human) inhibition; B2RXH2; JMJD2E catalytic domain, FDH-coupled NADH fluorescence (FDH is formaldehyde dehydrogenase); Potency, µM (titrated, usually from 57.1 µM), for inactives: top-dose activity change, negative = inhibition, hits mostly inhibitors; 230,000 compounds, 1.6% hits; active = well fitted inhibition curve with a large enough effect, not every such curve was filed as active; inconclusive = small, poorly fitted or top-dose-only effect, or another doubt; inactive = no such curve, though single readings can be large or run the other way;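 also: 0% = wells with enzyme and -100% = buffer wells without enzyme; nearly all actives have a fitted effect of over 50% in size; many of its hits are not listed in these tables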
# Target sequence (B2RXH2 1-337 limits assumed): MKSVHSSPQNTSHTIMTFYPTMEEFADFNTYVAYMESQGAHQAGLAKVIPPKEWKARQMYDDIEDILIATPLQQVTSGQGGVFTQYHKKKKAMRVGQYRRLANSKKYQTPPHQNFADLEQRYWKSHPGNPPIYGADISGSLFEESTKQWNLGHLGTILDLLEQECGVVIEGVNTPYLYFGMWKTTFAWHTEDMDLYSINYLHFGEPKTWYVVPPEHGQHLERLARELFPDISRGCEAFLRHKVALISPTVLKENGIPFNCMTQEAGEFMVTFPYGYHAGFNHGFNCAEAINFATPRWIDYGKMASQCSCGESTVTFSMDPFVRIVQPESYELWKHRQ
# NPSR antagonist: blocks cAMP signaling of the human neuropeptide S receptor; Q6W5P4; CHO-NPSR cells, cAMP TR-FRET, antagonist mode; Potency, µM (top dose mostly 38.3 µM), for the others: at the top dose activity change, negative = inhibition, actives largely listed as inhibitors; 220,000 compounds, 1% hits; AID 1461; also: % is scaled to controls: 0 for no effect and ±100 for the full control effect; nearly all actives have a fitted effect of over 50% in size; many of its hits are not listed in these tables
# Target sequence (Q6W5P4 whole entry, looked up): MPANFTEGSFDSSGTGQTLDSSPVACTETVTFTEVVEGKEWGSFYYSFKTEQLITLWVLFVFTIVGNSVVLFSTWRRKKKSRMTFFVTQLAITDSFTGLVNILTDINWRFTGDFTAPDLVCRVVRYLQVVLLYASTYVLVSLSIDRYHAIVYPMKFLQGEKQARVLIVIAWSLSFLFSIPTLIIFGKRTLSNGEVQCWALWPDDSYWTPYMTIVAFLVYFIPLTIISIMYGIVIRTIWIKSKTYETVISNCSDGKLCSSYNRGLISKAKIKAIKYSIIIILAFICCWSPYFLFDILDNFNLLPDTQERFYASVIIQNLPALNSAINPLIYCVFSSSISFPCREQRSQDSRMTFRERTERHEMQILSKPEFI
# Luc counter: counter-screen: inhibitors of Kinase-Glo firefly luciferase. 200,000 compounds, 0.28% hits. Kinase-Glo luciferase, ATP luminescence, 8 min. Potency, µM (highest dose often 38.3 µM), without a hit: at the top dose activity change, negative = inhibition, hits mostly inhibitors. Q27757; also: % is scaled to controls: 0 for no effect and ±100 for the full control effect; nearly all actives have a fitted effect of over 60% in size
#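 Kinase-Glo luciferase light output from ATP and luciferin was measured with 10 uM ATP, within the enzyme's linear range. Buffer: 50 mM imidazole pH 7.2, 50 mM KCl, 7 mM MgCl2, 0.01% Tween 20, 0.05% BSA; luminescence read after 8 min at ambient temperature.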
# RECQ1 helicase: blocks DNA unwinding by human RECQ1 | RECQ1 DNA unwinding, red fluorescence kinetic read | Potency, µM (highest dose often 57.3 µM), for inactives: at the highest dose activity, negative = inhibition, actives largely listed as inhibitors | 240,000 compounds, 0.54% hits | AID 2549;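 also: plate controls were vehicle for no effect and no enzyme for full effect; nearly all actives have a fitted effect of over 30% in size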
#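 50 nM RECQ1T1 preincubated 15 min with compound in Tris pH 8.0 buffer with MgCl2, DTT, Tween-20 and 2.5 ug/ml poly(dI-dC); started with 200 nM TAMRA/BHQ-2 forked duplex and 2 mM ATP. Unwinding read as fluorescence (525/598 nm), two reads 2 h apart.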
# RGS12 GoLoco inh: blocks human Gai1 binding to RGS12 GoLoco peptide, red readout | P63096 | Gai1:RGS12 GoLoco peptide FP, rhodamine, 10 min | Potency, µM (top dose mostly 61.6 µM), for inactives: top-dose activity, negative = inhibition, usual class: inhibitors | 230,000 compounds, 0.44% hits | AID 880; active = well fitted inhibition curve with a large enough effect, not every such curve was filed as active; inactive = no such curve, though single readings can be large or run the other way; also: % is scaled to controls: 0 for no effect and ±100 for the full control effect; nearly all actives have a fitted effect of over 30% in size; many of its hits are not listed in these tables
# Target sequence (P63096 whole entry, looked up): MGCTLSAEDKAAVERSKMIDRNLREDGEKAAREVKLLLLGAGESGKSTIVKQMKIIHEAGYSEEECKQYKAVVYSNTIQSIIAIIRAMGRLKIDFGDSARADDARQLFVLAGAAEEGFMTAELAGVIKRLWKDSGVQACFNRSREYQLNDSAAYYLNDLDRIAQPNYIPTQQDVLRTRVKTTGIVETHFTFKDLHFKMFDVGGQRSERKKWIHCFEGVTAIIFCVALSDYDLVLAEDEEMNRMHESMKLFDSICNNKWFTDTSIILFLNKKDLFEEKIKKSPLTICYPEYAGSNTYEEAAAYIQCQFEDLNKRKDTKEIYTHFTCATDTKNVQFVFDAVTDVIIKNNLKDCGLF
# Epigenetic reg: regulators of epigenetic silencing causing reporter derepression in mouse cells; murine LDR cells, GFP reporter derepression, 30 h; Potency, µM (doses to about 53.9 µM), for inactives: top-dose GFP activation, actives largely listed as activators; 280,000 compounds, 0.2% hits; also: % of control where 0% means no effect; nearly all actives have a fitted effect of over 60% in size
#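 In this reporter-derepression format, murine cells bearing a silenced integrated CMV-GFP locus incubate with test compound (30 h, 37 C), then are washed and imaged; fluorescent objects of 20–120 um count as induced cells.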
# IMPase Li inh: membrane-permeable IMPase blocker, potentiated with lithium. CHO-M1 cells, IP1 TR-FRET (IP-One), carbachol + lithium. Potency, µM (doses to about 59.4 µM), inactives show top-dose activity, negative = IMPase inhibition, most hits filed as inhibitors. 210,000 compounds, 0.35% hits. AID 1457;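 also: IP1 builds up when IMPase is blocked and the TR-FRET signal falls; plate controls were basal vehicle for no effect and high inhibitor control for full effect; nearly all actives have a fitted effect of over 50% in size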
#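 CHO cells stably expressing M1 receptor (2000/well) were cultured 16–30 h, then exposed to compounds with a small lithium addition for 30 min at 37C. IP1 was measured by TR-FRET competition; AC50 from Hill fits.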
# SMN2 splice up: SMN2 splice variant enhancement | Potency, µM (series often up to 46.1 µM), for inactives: top-dose activity change, positive = activation, actives largely listed as activators | 210,000 compounds, 2.8% hits | AID 1458 | HEK293 SMN2-luciferase splicing reporter, luminescence, 30-36 h; also: % of control where 0% means no effect; nearly all actives have a fitted effect of over 55% in size
#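 qHTS luciferase splicing reporter: luminescence rises when SMN2 exon 7 is included in transfected HEK293 cells. Compound exposure lasted 30-36 h at 37C, with 4.5 mM final sodium butyrate as control, followed by a ONE-Glo read.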
# * = called active by the depositor; i = inactive; ? = inconclusive; / = not tested or not shown; [ ] = another dose, or the depositor's remark. Unless noted, calls follow the shape of the dose curve; as a rule, active = well fitted curve in the direction sought with a large enough effect; inconclusive = small, poorly fitted or top-dose-only effect, or another doubt; inactive = no such curve, though single readings can be large; an effect the other way counts as inactive or inconclusive. Potency is read from the fitted curve at half-maximal effect.
# Sample of the layout:
SMILES,JMJD2E inh,NPSR antagonist,Luc counter,RECQ1 helicase,RGS12 GoLoco inh,Epigenetic reg,IMPase Li inh,SMN2 splice up
COc1cc(/C=N/NC(=O)c2sc3ccccc3c2Cl)ccc1OC(=O)c1ccc([N+](=O)[O-])cc1,4%,1%,/,i,-11%,-1.7%,/,/
COc1ccc(CCNC(=O)CSc2nncs2)cc1,2%,8%,2%,1%,-9%,0.0%,-2%,4%
CN(C)c1ccc(NC(=S)NCC2CCCO2)cc1 (stereo not given),6%,5%,-3%,i,8%,-1.5%,17%,13µM*
Cc1cc(C)n2nc(C(=O)OCC(=O)N3CCC3)nc2n1,-15%,2%,1%,1%,3%,-0.5%,7%,13%
CCOc1ccc2ccccc2c1C(=O)N1CCOCC1,2%,-3%[46.1 µM],0%,-4%,4%,-0.8%,10%[38.3 µM],-3%
Cc1ccn2c(c1)nc(=S)n2C(=O)c1ccco1,-24%,4%,-10%,-6%,4%,-6.3%,-1%,18µM*

# All compounds of this part, from the start:
SMILES,JMJD2E inh,NPSR antagonist,Luc counter,RECQ1 helicase,RGS12 GoLoco inh,Epigenetic reg,IMPase Li inh,SMN2 splice up
COc1cc(/C=N/NC(=O)c2sc3ccccc3c2Cl)ccc1OC(=O)c1ccc([N+](=O)[O-])cc1,4%,1%,/,i,-11%,-1.7%,/,/
COc1ccc(CCNC(=O)CSc2nncs2)cc1,2%,8%,2%,1%,-9%,0.0%,-2%,4%
CN(C)c1ccc(NC(=S)NCC2CCCO2)cc1 (stereo not given),6%,5%,-3%,i,8%,-1.5%,17%,13µM*
Cc1cc(C)n2nc(C(=O)OCC(=O)N3CCC3)nc2n1,-15%,2%,1%,1%,3%,-0.5%,7%,13%
CCOc1ccc2ccccc2c1C(=O)N1CCOCC1,2%,-3%[46.1 µM],0%,-4%,4%,-0.8%,10%[38.3 µM],-3%
Cc1ccn2c(c1)nc(=S)n2C(=O)c1ccco1,-24%,4%,-10%,-6%,4%,-6.3%,-1%,18µM*
O=C(CCC1CCCN(C(=O)COc2ccccc2)C1)N1CCN(c2ccccn2)CC1 (stereo not given),4%,-5%,3%,-3%,4%,-0.1%,19%,/
O=C(Nc1nc(-c2ccccc2)cs1)NC1CCCCC1,-11%,-10%[46.1 µM],-2%,-9%,-2%,-3.4%,10%,-28%
Cc1ccc(CN2CCNC(=O)C2CC(=O)NC2CCCCCC2)o1 (stereo not given),-14%,-12%,1%,-14%,14%,5.8%,3%,/
CC(C)CC(=O)Nc1ccc(C(=O)NNC(=S)NC(=O)C2CCCCC2)cc1,?,-14%[46.1 µM],-2%,i,6%,-2.5%,-14%[38.3 µM],-32%[inhibitor]
COc1ccc(C(=O)/C=C2\NCC3c4ccccc4CCN3C2=O)cc1 (stereo not given),?,-8%[46.1 µM],1%,-4%,-9%,-2.2%,-3%[38.3 µM],9%
COc1cc2ccc(=O)oc2c(CC=C(C)C)c1OC,?,-9%,/,i,-5%,1.1%,/,/
CCCCNc1cc(C)nc(NCc2ccccc2)n1,3%,-15%[46.1 µM],-8%,-11%,15%,0.2%,10%[38.3 µM],-76%[inhibitor]
C=CCOC(=O)NC(c1ccc(F)c(F)c1)S(=O)(=O)c1ccc(Cl)cc1 (stereo not given),10%,/,1%,i,12%,-1.1%,5%,1%
CCO[C@@H]1OC(C(N)=O)=C[C@H](c2ccc(C(F)(F)F)cc2)[C@H]1CCCO,-13%,9%,/,i,6%,4.5%,-3%,/
CCCOc1ccc(C(=O)Nc2cc(-c3nn4c(C)nnc4s3)ccc2C)cc1,1%,3%[46.1 µM],-1%,5%,-3%,0.0%,-4%[38.3 µM],-33%[inhibitor]
Cc1cccc(C)c1-n1nnnc1-c1cnccc1C(F)(F)F,2%,33%,/,10%,-10%,-0.8%,/,/
CCc1nnc(NC(=O)c2ccc(N3C(=O)CCC3=O)cc2)s1,0%,4%[46.1 µM],-1%,4%,5%,-1.0%,-2%[38.3 µM],16%
O=C(/C=C/c1ccc2c(c1)OCO2)Nc1nncs1,?,-1%,/,-3%,9%,-2.4%,/,/
COC(=O)c1cc(C(=O)OC)n(Cc2ccc(F)cc2)c1C,0%,24%,2%,-1%,0%,-1.9%,6%,/
O=C(OCc1nc2ccccc2s1)c1cccs1,5%,-6%[46.1 µM],-5%,-2%,1%,-0.7%,-6%[38.3 µM],?
CCCCCCC(C)OC(=O)c1ccccc1C(=O)O (stereo not given),6%,-11%,/,-2%,3%,0.4%,/,/
COc1ccc(-n2c(-c3cc(-c4ccccc4)sc3N)n[nH]c2=S)cc1,?,-40%,/,-11%,-4%,-2.3%,/,/
Oc1c(C(Nc2ccccn2)c2cccnc2)cc(Cl)c2cccnc12 (stereo not given),?,3%,-1%,-1%,2%,10%,-2%,-91%[inhibitor]
CCc1ccc(N2C(=O)CC(N3CCN(c4ccccn4)CC3)C2=O)cc1 (stereo not given),3%,2%,/,2%,-13%,0.0%,/,/
# Additional records.
SMILES,JMJD2E inh,NPSR antagonist,Luc counter,RECQ1 helicase,RGS12 GoLoco inh,Epigenetic reg,IMPase Li inh,SMN2 splice up
COc1ccc(NC(=O)c2cccnc2N2CCCCC2)cc1,15%,1%[46.1 µM],0%,-1%,7%,1.4%,1%,-8%
COc1ccccc1C(=O)Nc1cccc(NC(C)=O)c1,5%,-10%[46.1 µM],-1%,i,1%,-1.3%,5%[38.3 µM],-11%
Nc1ccccc1C(=O)/C=C/c1ccccc1,-3%,/,-4%,5%,0%,-0.3%,-3%,5%
CCCCN(Cc1ccccc1)S(=O)(=O)c1cc(Br)cc2c1N(C(C)=O)C(C)C2 (stereo not given),3%,?,-3%,-19%,5%,0.8%,41%[activator][38.3 µM],-17%
Cc1c(CC=C(Cl)Cl)c(=O)[nH]c2c(C)cccc12,-15%,8%,4%,0%,-5%,-1.1%,-1%,-11%
Cc1ccccc1OCC(O)Cn1c(Br)nc2c1c(=O)[nH]c(=O)n2C (stereo not given),2%,17%,4%,i,6%,-0.1%,6%,-1%
COc1ccccc1NC(=O)Cn1cnc2c(nnn2-c2ccc(C)cc2)c1=O,-7%,5%,1%,-5%,11%,3.1%,0%,10%
COc1cnc(SC)nc1Nc1ccc(C#N)cc1,?,-1%,/,-9%,4%,0.0%,/,/
CCCN(CCC)C(=O)Cc1ccc(F)cc1,-1%,5%,0%,i,-5%,8.2%,3%,-7%
COC(=O)Cn1c(SCc2ccccc2)nc2ccccc21,8%,-28%[46.1 µM],-3%,i,-5%,-3.0%,6%[38.3 µM],12%
CCSc1nc2c(c(=O)[nH]1)C(c1ccncc1)C(C(=O)OC)=C(C)N2 (stereo not given),-1%,-3%[46.1 µM],2%,-3%,3%,-1.1%,1%[38.3 µM],15%
CCOC(=O)c1sc(N)c(C#N)c1CSc1nc2ccc(C)cc2[nH]1,2%,-28%[46.1 µM],0%,i,16%,0.0%,-7%[38.3 µM],-2%
CC1=Nn2c(nc(-c3ccccc3)c2-c2ccccc2)N(CC(N)=O)C(=O)C1,-1%,-6%[46.1 µM],-2%,-5%,3%,-0.2%,-8%[38.3 µM],-1%
CCCn1c(N)c(C(=O)CSc2nnc(-c3cccnc3)n2-c2ccc(C)cc2C)c(=O)[nH]c1=O,4%,14%,-1%,-1%,-3%,-1.1%,1%,-12%
CCCCCCCC1CC(=O)C=C(C)C1C(=O)OCC (stereo not given),-5%,39%,/,9%,0%,2.9%,/,/
O=C(CCCc1c[nH]c2ccccc12)Nc1ccc2ccccc2c1,7%,-15%,2%,i,12%,0.6%,4%,-19%
O=C(CN1C(=O)C2C3C=CC(C3)C2C1=O)Nc1nc2ccccc2[nH]1 (stereo not given),2%,-1%[46.1 µM],-3%,-5%,3%,-6.2%,-7%[38.3 µM],19%
Cc1ccc2c(c1)c1ncnc(N3CCc4ccccc4C3)c1n2C,?,-21%[46.1 µM],-4%,-9%,9%,1.0%,9%[38.3 µM],16%
COC(=O)c1ccc(Cc2ccc(C(=O)OC)o2)o1,-1%,0%[46.1 µM],-2%,-12%,-3%,-0.1%,-7%[38.3 µM],8%
CCn1c(=O)cc(OCC(=O)N(C)c2ccccc2F)c2ccccc21,-24%,-8%[46.1 µM],18%,-5%,-7%,-1.0%,-8%[38.3 µM],3%
CCOc1cccc(N(C(=O)C2COc3ccccc3O2)C(C(=O)NC2CCCCC2)c2ccc(O)cc2)c1 (stereo not given),-1%,-19%[46.1 µM],0%,-4%,1%,0.0%,-1%,-7%
CCOC(=O)c1[nH]cnc1C(=O)Nc1ccc(C)cc1,?,7%,/,7%,6%,0.0%,/,/
c1nnc2c3c4c(sc3ncn12)CCC4,-6%,-10%[46.1 µM],7%,i,-5%,-0.7%,-5%[38.3 µM],-3%
COc1ccc(-c2nn(C)c(=O)c3ccccc23)cc1NC(=O)COc1ccccc1,?,?,0%,-6%,11%,-0.9%,13%[38.3 µM],-22%
COc1ccc(C)cc1NC(=O)C(OC(=O)c1ccc([N+](=O)[O-])o1)c1ccccc1 (stereo not given),-3%,-10%,2%,-4%,13%,-0.9%,16%,8%
COc1cc(C2c3c(oc4ccccc4c3=O)C(=O)N2Cc2ccco2)ccc1O (stereo not given),-2%,-9%[46.1 µM],-2%,-1%,7%,-0.9%,0%[38.3 µM],15%
O=C(CN1CCc2ccccc2C1)Nc1ccc(Br)cc1,-5%,-10%[46.1 µM],19%,-16%,-6%,0.8%,16%[38.3 µM],11%
C[C@H]1CCCC2(CC[N+](C)(CCC[N+](C)(C)C)CC2)C1 (stereo not given in full),/,/,-5%[7.66 µM],/,1%[14.2 µM],/,12%,-1%[9.22 µM]
O=C(Nc1cccc(C(F)(F)F)c1)C1CCN(S(=O)(=O)c2cnc[nH]2)CC1,7%,6%[46.1 µM],-1%,-10%,21%,0.0%,5%[38.3 µM],0%
CCCC(=O)NC(NC(=S)Nc1ccc(N=Nc2ccccc2)cc1)C(Cl)(Cl)Cl (stereo not given),-2%,-54%,1%,3%,-5%,0.0%,14%,-62%[inhibitor]

# Screening data (PubChem)

# An excerpt, so the mix of outcomes need not match the whole.
